Tau fluor cs = counter-screen for tau fibril formation inhibitors | tau K18 P301L Alexa594 fluorescence, heparin fibrillization | Potency, µM (doses to about 57.7 µM), inactives show at the highest dose activity change, negative = decrease | 0.93% of 280,000 active; note: % is set by controls: 0 for no effect and ±100 for the full control effect; nearly all actives have a fitted effect of over 55% in size
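Human tau K18 P301L (15 uM unlabeled, 0.24 uM Alexa 594-labeled) in 100 mM sodium acetate pH 7 with 20 uM heparin, 6 hr at 37 C. ThT 30 uM added, 1 hr ambient; Alexa 594 FP and total fluorescence read at 555/632 nm.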
TR SRC2 fluor cs = Texas Red fluorescence interference in TRb-SRC2 counter-screen; TRb/SRC2 Texas Red total fluorescence interference; Potency, µM (highest dose often 106 µM), for the others: top-dose fluorescence change, negative = quenching; 0.29% of 280,000 active; AID 1479; active = well fitted curve in either direction with a large enough effect; inconclusive = small, poorly fitted or top-dose-only effect; note: % is set by controls: 0 for no effect and ±100 for the full control effect
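Human TRb ligand-binding domain at 0.6 uM with 20 nM Texas Red SRC2 peptide in Tris buffer containing 1 uM T3 and 5% DMSO, incubated with compound 5 h at ambient temperature. Total fluorescence (555/632 nm) calculated as parallel + 2 × perpendicular.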
L3MBTL1 inh = inhibitors of human L3MBTL1. Q9Y468. AlphaScreen L3MBTL1–H3K9me1 peptide binding. Potency, µM (titrated, usually from 57.1 µM), inactives show top-dose activity, negative = inhibition, actives largely listed as inhibitors. 0.66% of 230,000 active. AID 485360; note: % is set by controls: 0 for no effect and ±100 for the full control effect; nearly all actives have a fitted effect of over 60% in size
Target sequence (Q9Y468 whole entry, looked up): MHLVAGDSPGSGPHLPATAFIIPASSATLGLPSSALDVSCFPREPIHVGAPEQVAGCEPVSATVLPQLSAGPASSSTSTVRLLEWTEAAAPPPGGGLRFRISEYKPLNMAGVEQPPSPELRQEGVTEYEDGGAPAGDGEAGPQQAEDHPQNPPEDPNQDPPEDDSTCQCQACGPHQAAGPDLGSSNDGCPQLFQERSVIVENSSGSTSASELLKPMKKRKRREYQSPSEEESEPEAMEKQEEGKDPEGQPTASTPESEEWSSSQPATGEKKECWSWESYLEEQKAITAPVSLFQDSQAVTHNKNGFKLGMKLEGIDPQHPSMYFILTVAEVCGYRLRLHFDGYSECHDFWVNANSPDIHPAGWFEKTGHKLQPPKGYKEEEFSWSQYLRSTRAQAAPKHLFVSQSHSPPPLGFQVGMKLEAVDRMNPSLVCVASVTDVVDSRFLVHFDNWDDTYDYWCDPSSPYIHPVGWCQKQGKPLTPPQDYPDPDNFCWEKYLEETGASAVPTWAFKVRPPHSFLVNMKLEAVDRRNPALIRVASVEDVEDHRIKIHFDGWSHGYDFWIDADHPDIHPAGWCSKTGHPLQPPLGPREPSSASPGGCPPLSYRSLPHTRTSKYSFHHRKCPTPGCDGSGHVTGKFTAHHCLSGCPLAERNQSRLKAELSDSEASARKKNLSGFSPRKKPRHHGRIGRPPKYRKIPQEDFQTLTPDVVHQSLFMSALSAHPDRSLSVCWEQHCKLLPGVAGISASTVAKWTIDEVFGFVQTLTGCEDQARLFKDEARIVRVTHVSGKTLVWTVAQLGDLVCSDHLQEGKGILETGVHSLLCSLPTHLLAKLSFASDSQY
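Read-out is AlphaScreen signal from streptavidin donor and nickel chelate acceptor beads (10 ug/mL final each) bridging L3MBTL1 (50 nM) and biotinylated K9-monomethylated H3(1-15) peptide (75 nM), after 30 min compound exposure at room temperature.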
Tau ThT inhib = blocks human tau fibril formation measured by thioflavin T; recombinant tau K18 P301L (four-repeat tau fragment), heparin-induced fibrillization, ThT fluorescence; Potency, µM (doses to about 57.4 µM), inactives show top-dose activity, negative = inhibition, hits mostly inhibitors; 2.1% of 270,000 active; note: % is set by controls: 0 for no effect and ±100 for the full control effect; nearly all actives have a fitted effect of over 55% in size
Target sequence (P10636 561-689 P618L limits assumed): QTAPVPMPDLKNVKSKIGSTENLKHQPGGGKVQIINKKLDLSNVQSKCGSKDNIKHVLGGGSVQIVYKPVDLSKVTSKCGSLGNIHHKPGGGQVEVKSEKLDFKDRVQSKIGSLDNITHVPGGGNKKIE
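Recombinant human tau K18 fragment […] carrying P301L, 15 uM unlabeled plus 0.24 uM Alexa 594-labeled, was fibrillized with 20 uM heparin in 100 mM sodium acetate pH 7 for 6 hr at 37 C; 30 uM ThT fluorescence read after 1 hr.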
TRb SRC2 PPI = disrupts binding of human TR beta to SRC2; P10828; 0.065% of 280,000 active; Potency, µM (highest dose often 106 µM), without a hit: at the highest dose activity change, negative = inhibition, most hits filed as inhibitors; AID 1469; TRbeta-SRC2 peptide binding, fluorescence polarization; receptor liganded with 1 µM T3;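 note: plate controls were bound peptide for no effect and peptide without receptor for full effect; nearly all actives have a fitted effect of over 50% in size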
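Human TRb ligand-binding domain (0.6 uM) is mixed with 20 nM Texas Red SRC2 peptide and 1 uM T3; after compound addition and 5 hr at ambient temperature, polarization is measured and normalized to unbound and bound controls.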
RECQ1 inh = inhibitors of human RECQ1 DNA helicase | RECQ1 DNA unwinding, red fluorescence kinetic read | Potency, µM (titrated, usually from 57.3 µM), inactives show at the highest dose activity, negative = inhibition, hits mostly inhibitors | 0.54% of 240,000 active | AID 2549;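 note: plate controls were vehicle for no effect and no enzyme for full effect; nearly all actives have a fitted effect of over 30% in size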
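50 nM RECQ1T1 preincubated 15 min with compound in Tris pH 8.0 buffer with MgCl2, DTT, Tween-20 and 2.5 ug/ml poly(dI-dC); started with 200 nM TAMRA/BHQ-2 forked duplex and 2 mM ATP. Unwinding read as fluorescence (525/598 nm), two reads 2 h apart.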
HTT ATP protect = protects HTT-Q103 PC12 cells, measured by ATP; PC12 HTT-Q103 induced, cytoprotection, ATP luminescence, 40 h; Potency, µM (titrated, usually from 56.4 µM), for inactives: cytoprotection (ATP increase), usual class: activators; 0.14% of 230,000 active; AID 1471;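 note: % of control where 0% means no effect; nearly all actives have a fitted effect of over 45% in size; toxic huntingtin expression switched on by the ecdysone agonist tebufenozide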
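Huntington model: PC12 line, ecdysone-inducible HTTQ103 exon1–GFP, tebufenozide 100 nM. Test articles in a dose series. Endpoint luminescence from cellular ATP.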
Tau FP inhib = inhibitors of human tau fibril formation. P10636. K18 P301L tau heparin fibrillization, Alexa594 FP, 6 h. Potency, µM (titrated, usually from 57.7 µM), for the others: at the top dose activity, negative = inhibition, usual class: inhibitors. 0.39% of 280,000 active. AID 1468; note: % is set by controls: 0 for no effect and ±100 for the full control effect; nearly all actives have a fitted effect of over 55% in size
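Recombinant K18 P301L […], labeled with Alexa 594 at 0.24 uM over 15 uM unlabeled; heparin inducer 20 uM final; 37 C, 6 hr; FP endpoint.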
The depositor's hits bear a star; i = inactive; u = inconclusive; x = no result given; [ ] = another dose, or the depositor's remark. Unless noted, calls come from the whole dose curve; as a rule, active = well fitted curve in the direction sought with a large enough effect; inconclusive = small, poorly fitted or top-dose-only effect, or another doubt; inactive = no such curve, though single readings can be large; an effect the other way counts as inactive or inconclusive. Potency is the fitted concentration of half-maximal effect. Not all compounds are listed (hit frequency here may not be typical).

SMILES	Tau fluor cs	TR SRC2 fluor cs	L3MBTL1 inh	Tau ThT inhib	TRb SRC2 PPI	RECQ1 inh	HTT ATP protect	Tau FP inhib
COc1ccc(C(=O)COC(=O)c2ccc(N(C)C)cc2)cc1	-2%	1%	8%	u	1%	i	2%[10 µM]	-5%
C/C(=C\c1ccccc1)CN1CCC(C(=O)N2CCCC(C)C2)CC1 (configuration not stated)	4%	-6%	10%	-6%	1%	-5%	-11%[10 µM]	12%
N=c1c(C(=O)NCc2ccccc2)cc2c(=O)n3ccccc3nc2n1Cc1ccco1	-22%	-4%	x	u	-5%	-15%	-12%	-1%
CC(N)=NCCCC(N)C(=O)O (configuration not stated)	3%	4%	x	1%	5%	i	x	5%
COc1ccc(CN2CCCCC2C)cc1C (configuration not stated)	-4%	0%	x	u	-1%	-4%	-2%	-8%
C[C@H]1/C=C\CC(=O)OC[C@H](C)C(=O)N2CCC[C@@H]2C(=O)OC1	-3%[11.6 µM]	3%[11.2 µM]	x	-1%[11.5 µM]	5%[11.2 µM]	0%[11.5 µM]	u	-1%[11.6 µM]
COC(=O)c1ccc([C@H]2Nc3ccc(S(=O)(=O)Nc4cccc(C)c4)cc3[C@H]3C=CC[C@H]32)cc1	u	-4%	x	u	-2%	x	x	4%
Cc1cccc(NC(=O)C2CCCN2C(=O)OCC(C)C)c1C (configuration not stated)	5%	-6%	7%	3%	-5%	-1%	-2%[10 µM]	2%
O=C(CCS(=O)(=O)c1cccc2nonc12)Nc1ccc(F)cc1F	-9%	-3%	x	-2%	-5%	x	x	-3%
CC(C)C(NS(=O)(=O)c1cccc2nsnc12)C(=O)N1CCc2ccccc2C1 (configuration not stated)	-9%	-1%	-2%	-9%	-4%	i	-9%	-11%
CN1CCN(CC(O)COc2ccc(Cl)cc2)CC1 (configuration not stated)	-1%	-1%	x	-5%	-1%	-2%	-11%	3%
COCCCNC(=O)CC(C)c1ccccc1 (configuration not stated)	12%	0%	6%	10%	0%	-1%	17%[0.074 µM]	-1%
O=C(CSCCO)Nc1cc(C(F)(F)F)ccc1Cl	-2%	-3%	x	1%	-5%	-1%	-1%	-6%
CSc1nnc(Cn2c(=O)sc3ccccc32)n1CCc1ccccc1	-6%	-4%	x	-13%	-12%	-14%	1%	4%
CC(C)OP(=O)(OC(C)C)C(Nc1ccccc1)c1cccnc1 (configuration not stated)	-8%	-1%	-2%	-3%	-5%	-3%	18%[10 µM]	4%
CN1CCN(NC(=O)c2ccc(S(=O)(=O)N3CC4(C)CC3CC(C)(C)C4)cc2)CC1 (configuration not stated)	1%	-2%	0%	-2%	0%	-11%	11%[10 µM]	1%
COc1cc(NC(=O)c2cc3cccc(OC)c3o2)cc(C(=O)Nc2cccc(C(F)(F)F)c2)c1	u	-8%	x	-5%	14%	-10%	-4%[10 µM]	u
Nc1ccc(C(=O)OCCCc2nc3cc4ccccc4cc3[nH]2)cc1	u	-4%	x	u	-2%	i	-7%[10 µM]	2%
COc1ccc(CC(=O)Nc2ccc(-c3noc(-c4ccc(Cl)cc4)n3)cc2)cc1	-4%	-1%	-28%	-1%	-6%	i	-31%[10 µM]	-10%
CCC(=O)Nc1nc(CC(=O)Nc2ccccc2OC)cs1	1%	1%	-6%	-1%	-6%	-1%	9%[10 µM]	-8%
Cc1cc(C)cc(NC(=O)c2oc3ccc4c(c3c2C)C(=O)CC(C)(C)O4)c1	-13%	-1%	x	-2%	6%	x	x	-3%
Cc1nc2cc(NC(=O)NCc3ccco3)ccc2n1C	2%	-4%	11%[11.4 µM]	-14%	7%	2%	-27%[0.074 µM]	-2%
CC(C)c1nn2c(=O)cc(COC(=O)CNC(=O)c3ccccc3)nc2s1	-2%	u	x	-3%	-4%	x	x	-6%
CC(C)(C)n1c(=O)[nH]c2c(c1=O)CCC2	-7%	-2%	3%	u	-1%	-4%	10%	-5%
CC(C)Cn1c(=O)c(C(=O)NCc2ccccn2)c(O)c2ccccc21	-12%	1%	10%	-17%	4%	-5%	-23%[10 µM]	6%
Later entries:
SMILES	Tau fluor cs	TR SRC2 fluor cs	L3MBTL1 inh	Tau ThT inhib	TRb SRC2 PPI	RECQ1 inh	HTT ATP protect	Tau FP inhib
O=C(Nc1ccc(CN2CCS(=O)(=O)CC2)cc1)c1ccc(F)cc1	-13%	3%	16%	-10%	-1%	-29%	-4%[10 µM]	-11%
CCOC(=O)c1c(/N=C/c2ccc(OC)cc2O)sc2c1CCN(C)C2	u	-4%	25µM*	u	6%	u	22%[10 µM]	-11%
CCOc1cc2[nH]c(=O)n(CCCCC(=O)N3CCN(c4cccc(Cl)c4)CC3)c(=O)c2cc1OCC	-11%	0%	x	1%	-3%	x	x	-3%
COc1ccc2cc(C(c3nnnn3CCc3ccccc3)N3CCCC(C)C3)c(=O)[nH]c2c1 (configuration not stated)	-13%	0%	-3%	-16%	-13%	i	7%	-10%
COc1ccc(S(=O)(=O)N(C)CC(=O)N2CCOCC2)cc1	14%	-8%	x	5%	3%	-9%	-20%[0.074 µM]	8%
Cc1ccccc1-n1nc(C)c2cc(C(=O)NCc3cccnc3)sc21	-7%	0%	-3%	1%	-6%	-11%	11%[10 µM]	-6%
Cc1noc(NS(=O)(=O)c2ccc(N/C=C/C(=O)c3ccc4c(c3)OCO4)cc2)c1C	-20%	-11%	-3%	u	1%	-11%	-35%	-2%
Cc1ccc(CN2CCSc3ccc(C(=O)N4CCN(c5cc(C)ccc5C)CC4)cc32)cc1	-8%	-1%	x	-4%	-2%	x	x	4%
Cc1ccccc1C(=O)NC(NCC1CCCO1)C(Cl)(Cl)Cl (configuration not stated)	-7%	-4%	-2%	-12%	-7%	-16%	1%	0%
c1ccc(COc2ccccc2CNCc2cccnc2)cc1	-5%	-1%	x	-1%	12%	-1%	6%	-2%
CSc1ccc(S(=O)(=O)Nc2cccc(F)c2)cc1	-29%	-2%	-1%	2%	0%	-14%	16%[10 µM]	-6%
CCn1c(CNC(=O)c2ccc(OC)c(OC)c2)nnc1SCC(=O)Nc1ccccc1	-2%	5%	5%	-6%	-1%	8%	x	4%
COc1cccc(-c2nnc(-c3ccccc3[N+](=O)[O-])o2)c1	-4%	-3%	-5%	-3%	-2%	i	-18%[10 µM]	12%
COc1ccc(CCNC(=O)c2ccc(Cl)cc2)cc1OC	-4%	-2%	-5%	-17%	0%	28%	-31%	10%
Cc1ccc(/C(O)=C2/C(=O)C(=O)N(CCN3CCOCC3)C2c2cccnc2)cc1 (configuration not stated)	-1%	-6%	-1%	-7%	-9%	-1%	1%[10 µM]	-5%
COc1cc(NC(=O)CCN2CCN(Cc3ccccc3)CC2)cc(OC)c1	-4%	1%	x	0%	-9%	i	13%	0%
CC1=CC(C)C2(COC(=O)Nc3ccccc3)COC(C)C1C2C (configuration not stated)	-15%	-2%	17%	-9%	-3%	-20%	-14%[10 µM]	5%
COc1cccc(-c2nnc(-c3ccccc3NC(=O)c3cccc(C(F)(F)F)c3)o2)c1	-19%	u	x	-2%	-10%	x	x	-15%
N/C(=N\OC(=O)/C=C/c1ccccc1Cl)c1ccncc1	-13%	-2%	x	u	8%	-10%	u	2%
Cc1cc(C)n(-c2nc3ccccc3c(=O)n2OCC(=O)N(C)C)n1	2%	0%	-1%	6%	2%	-6%	-10%[0.074 µM]	3%
COc1cccc(Sc2ccccc2/C=N/NC(N)=O)c1	14%	0%	7%	8%	4%	i	x	-10%
CC(=O)c1c(O)cc(O)c(C(C)=O)c1O	-23%	-3%	x	-18%	-1%	i	23%[10 µM]	-3%
CCN(CC)S(=O)(=O)c1ccc(C(=O)NCc2ccc3c(c2)cc(C)n3C)cc1	-26%	45µM*[fluorescent]	-6%	-17%	40µM*	-19%	-11%[10 µM]	6%
Cc1ccc(C(=O)Nc2ccccc2C(=O)N2CC3(C)CC2CC(C)(C)C3)cc1 (configuration not stated)	-10%	-7%	x	-3%	0%	-7%	11%[10 µM]	0%
Cc1nnc(N2CCC(C(=O)N3CCCCC3)CC2)c2nn(-c3ccc(Cl)cc3)c(C)c12	7%	0%	x	5%	2%	x	x	6%

In the list so far, three contain a CF3 group.
SMILES	Tau fluor cs	TR SRC2 fluor cs	L3MBTL1 inh	Tau ThT inhib	TRb SRC2 PPI	RECQ1 inh	HTT ATP protect	Tau FP inhib
O=C(CSCCO)Nc1cc(C(F)(F)F)ccc1Cl	-2%	-3%	x	1%	-5%	-1%	-1%	-6%
COc1cc(NC(=O)c2cc3cccc(OC)c3o2)cc(C(=O)Nc2cccc(C(F)(F)F)c2)c1	u	-8%	x	-5%	14%	-10%	-4%[10 µM]	u
COc1cccc(-c2nnc(-c3ccccc3NC(=O)c3cccc(C(F)(F)F)c3)o2)c1	-19%	u	x	-2%	-10%	x	x	-15%

(more compounds)
SMILES	Tau fluor cs	TR SRC2 fluor cs	L3MBTL1 inh	Tau ThT inhib	TRb SRC2 PPI	RECQ1 inh	HTT ATP protect	Tau FP inhib
C=CCc1cccc(OC)c1OCCOCCn1ccnc1	-2%	2%	-13%	1%	-24%	-4%	7%[0.074 µM]	-10%
Cc1ccc(-c2nn3c(C)nnc3s2)cc1NC(=O)c1cccnc1	-7%	-3%	1%	-10%	2%	i	-11%	1%
COc1ccc(/C=N/NC(=O)C2COc3ccccc3O2)cc1OC (configuration not stated)	0%	-3%	1%	-13%	-3%	i	2%[10 µM]	-4%
CN1C(=O)C2(C(C#N)=C(N)N(c3ccc(Cl)cc3)C3=C2C(=O)CC(C)(C)C3)c2ccccc21 (configuration not stated)	-4%	-2%	x	-10%	-3%	i	-2%	-2%
CCc1nnc(NC(=O)[C@@H](NC(=O)c2ccc(OC)cc2)C(C)C)s1	-8%	2%	x	-11%	-2%	-5%	1%	3%
CC1=C(C(=O)Nc2cccnc2)C(c2ccccc2)n2nc(SCc3ccccc3)nc2N1 (configuration not stated)	-26%	-2%	x	-14%	-1%	x	x	u
COCCNC(=O)COc1ccccc1C	-11%	-1%	x	-6%	0%	0%	-3%[10 µM]	-6%

Screening data: PubChem, National Center for Advancing Translational Sciences (NCATS)
